GLA spleen mod – qHTS Assay for Inhibitors and Activators of Human alpha-Galactosidase From Spleen Homogenate | hit rate 0.008% among 240,000 | Potency, µM (doses to about 80 µM), inactives show top-dose activity change, negative = inhibition, most hits filed as inhibitors | human spleen homogenate, 4MU-alpha-Gal fluorescence, 40 min | AID 2107, 2009;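 note: potency is the fitted concentration of half-maximal effect; 0% = enzyme with vehicle and -100% = no enzyme basal signal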
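Inhibition or activation of alpha-galactosidase in human spleen homogenate is scored by 4-MU fluorescence after 40 min at 37C, pH 5.0, with 1 mM substrate. AC50s come from concentration-response fitted to the Hill equation.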
TRb SRC2 PPI – qHTS for Inhibitors of the Interaction of Thyroid Hormone Receptor and Steroid Receptor Coregulator 2. Thyroid hormone receptor beta (Homo sapiens), P10828. TRbeta-SRC2 peptide binding, fluorescence polarization; receptor liganded with 1 µM T3. Potency, µM (top dose mostly 106 µM), inactives show at the highest dose activity change, negative = inhibition, usual class: inhibitors. hit rate 0.065% among 280,000. AID 1469, 2008;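 note: potency is the fitted concentration of half-maximal effect; plate controls were bound peptide for no effect and peptide without receptor for full effect; nearly all actives have a fitted effect of over 50% in size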
Target sequence (P10828 whole entry, looked up): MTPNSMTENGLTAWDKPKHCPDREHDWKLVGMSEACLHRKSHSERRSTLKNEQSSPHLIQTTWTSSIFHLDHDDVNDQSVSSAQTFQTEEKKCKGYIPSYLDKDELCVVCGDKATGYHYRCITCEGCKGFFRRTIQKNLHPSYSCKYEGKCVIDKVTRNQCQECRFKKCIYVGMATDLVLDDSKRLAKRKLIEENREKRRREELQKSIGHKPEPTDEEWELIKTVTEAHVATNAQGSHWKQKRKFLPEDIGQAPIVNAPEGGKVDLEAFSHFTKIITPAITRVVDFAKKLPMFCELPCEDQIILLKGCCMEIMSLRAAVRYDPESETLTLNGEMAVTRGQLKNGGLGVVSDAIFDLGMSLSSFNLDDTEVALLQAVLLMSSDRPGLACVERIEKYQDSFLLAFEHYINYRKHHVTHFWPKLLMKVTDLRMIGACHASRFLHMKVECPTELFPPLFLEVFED
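Fluorescence polarization of 20 nM Texas Red SRC2 peptide with 0.6 uM human TRb ligand-binding domain, in Tris buffer with 1uM T3 and 5% DMSO. Incubated 5 hr ambient; normalized to unbound and bound controls.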
NPSR antag – qHTS Assay for Antagonists of the Neuropeptide S Receptor: cAMP Signal Transduction; hit rate 1% among 220,000; Potency, µM (series often up to 38.3 µM), for inactives: at the highest dose activity change, negative = inhibition, hits mostly inhibitors; AID 1461, 2008; CHO-NPSR cells, cAMP TR-FRET, antagonist mode; Q6W5P4; note: potency is the fitted concentration of half-maximal effect; % is set by controls: 0 for no effect and ±100 for the full control effect; nearly all actives have a fitted effect of over 50% in size; many of its hits are not listed in these tables
Target sequence (Q6W5P4 whole entry, looked up): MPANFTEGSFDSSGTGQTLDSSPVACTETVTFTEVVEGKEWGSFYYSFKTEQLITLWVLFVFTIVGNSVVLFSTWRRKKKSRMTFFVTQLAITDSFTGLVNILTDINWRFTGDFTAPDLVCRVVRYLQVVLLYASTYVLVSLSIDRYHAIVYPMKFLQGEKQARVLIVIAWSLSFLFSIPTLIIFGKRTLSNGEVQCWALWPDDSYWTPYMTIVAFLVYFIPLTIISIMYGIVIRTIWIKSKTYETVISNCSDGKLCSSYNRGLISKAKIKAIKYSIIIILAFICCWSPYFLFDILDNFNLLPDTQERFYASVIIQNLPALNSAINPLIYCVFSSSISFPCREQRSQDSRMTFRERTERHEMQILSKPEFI
Tau fluor cs – Counterscreen qHTS for Inhibitors of Tau Fibril Formation, Fluorescence Polarization. tau K18 P301L (four-repeat tau fragment) Alexa594 fluorescence, heparin fibrillization. Potency, µM (top dose mostly 57.7 µM), for the others: top-dose activity change, negative = decrease. AID 1463, 2008. hit rate 0.93% among 280,000; note: potency is the fitted concentration of half-maximal effect; % is set by controls: 0 for no effect and ±100 for the full control effect; nearly all actives have a fitted effect of over 55% in size
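Human K18 P301L tau (15 uM unlabeled plus 0.24 uM Alexa 594-labeled, final) in 100 mM sodium acetate pH 7 was mixed with compound and 20 uM heparin and incubated 6 hr at 37 C.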
Epigenetic derep – Quantitative High-Throughput Screen for Regulators of Epigenetic Control; AID 1865, 2009; Potency, µM (top dose mostly 53.9 µM), without a hit: at the top dose GFP activation, most hits filed as activators; hit rate 0.2% among 280,000; murine LDR cells, GFP reporter derepression, 30 h; note: potency is the fitted concentration of half-maximal effect; % of control where 0% means no effect; nearly all actives have a fitted effect of over 60% in size
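Murine LDR cells bearing a silenced CMV-driven GFP reporter were exposed to compound for 30 h at 37 C. After PBS washes, GFP-positive cells (20-120 um objects) counted by laser-scanning microplate cytometry.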
Tau fibril FP – qHTS for Inhibitors of Tau Fibril Formation, Fluorescence Polarization | Microtubule-associated protein tau (Homo sapiens), P10636 | K18 P301L tau heparin fibrillization, Alexa594 FP, 6 h | Potency, µM (highest dose often 57.7 µM), for the others: at the highest dose activity, negative = inhibition, hits mostly inhibitors | hit rate 0.39% among 280,000; note: potency is the fitted concentration of half-maximal effect; % is set by controls: 0 for no effect and ±100 for the full control effect; nearly all actives have a fitted effect of over 55% in size
Target sequence (P10636 561-689 P618L limits assumed): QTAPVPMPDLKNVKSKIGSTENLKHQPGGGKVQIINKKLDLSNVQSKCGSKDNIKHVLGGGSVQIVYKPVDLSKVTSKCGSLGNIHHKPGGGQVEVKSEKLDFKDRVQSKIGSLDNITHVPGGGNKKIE
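Recombinant K18 P301L […], labeled with Alexa 594 at 0.24 uM over 15 uM unlabeled; heparin inducer 20 uM final; 37 C, 6 hr; FP endpoint.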
CBFb RUNX1 block – qHTS Assay for Compounds Blocking the Interaction Between CBF-beta and RUNX1 for the Treatment of Acute Myeloid Leukemia; Runt-related transcription factor 1 (Homo sapiens) + Core-binding factor subunit beta …; AlphaScreen CBFb-His/RUNX1-biotin binding, biochemical; Potency, µM (top dose mostly 59.8 µM), without a hit: top-dose activity, negative = inhibition, hits mostly inhibitors; 230,000 tested, under 10 active; AID 1477, 2009; note: % of control where 0% means no effect
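CBF-beta (His) and RUNX1 (biotin), 30 nM each; 20 min preassociation; + compound, 15 min; + beads 50 ng each (Ni, streptavidin), 90 min; RT; AlphaScreen read.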
TexasRed fluor – Total Fluorescence Counterscreen for Inhibitors of the Interaction of Thyroid Hormone Receptor and Steroid Receptor Coregulator 2; TRb/SRC2 Texas Red total fluorescence interference; Potency, µM (series often up to 106 µM), without a hit: top-dose fluorescence change, negative = quenching; hit rate 0.29% among 280,000; AID 1479, 2009; active = well fitted curve in either direction with a large enough effect; inconclusive = small, poorly fitted or top-dose-only effect; note: potency is the fitted concentration of half-maximal effect; % is set by controls: 0 for no effect and ±100 for the full control effect
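Flags fluorescent or light-absorbing compounds by total fluorescence, S + 2P, at 555 nm excitation and 632 nm emission. Mixture: 20 nM Texas Red SRC2 peptide, 0.6 uM human TRb LBD, 1 uM T3, 5% DMSO; compound exposure 5 h at ambient temperature.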
* hit, by the source's call; ? = inconclusive; nt = not tested or not shown; & = joins results of further samples; [ ] = dose if it differs, or a comment. Unless noted, calls come from the whole dose curve; as a rule, active = well fitted curve in the direction sought with a large enough effect; inconclusive = small, poorly fitted or top-dose-only effect, or another doubt; inactive = no such curve, though single readings can be large; an effect the other way counts as inactive or inconclusive. Some of the compounds tested; count on the stated rates, not on these rows.

structure | GLA spleen mod | TRb SRC2 PPI | NPSR antag | Tau fluor cs | Epigenetic derep | Tau fibril FP | CBFb RUNX1 block | TexasRed fluor
CCOc1ccc(NC(=O)c2oc3ccccc3c2NC(=O)C(C)(C)C)cc1 | nt | 0% | nt | ? | -1.1% | -15% | nt | 0%
COc1ccc(-c2nsc(NC(=O)C(C)Oc3ccc(Cl)c(C)c3)n2)cc1 (stereo unspecified) | nt | 8% | nt | ? | ? | ? | nt | -1%
Cc1ccc2nc(NC(=O)CCNS(=O)(=O)c3ccc(Br)s3)sc2c1 | -8% | -5% | ? | ? | 0.0% | ? | 1% | -2%
C=CC1=C(C)/C(=C/c2[nH]c(Cc3[nH]c(/C=C4\NC(=O)C(C)=C4C=C)c(C)c3CCC(=O)O)c(CCC(=O)O)c2C)NC1=O | 9% | -6% | nt | ? | 2.9% | ? | nt | 16%
CC(N=Cc1cccc(O)c1O)c1ccccc1 (stereo unspecified) | 10% | -20% | -19%[46.1 µM] | ? | 1.2% | ? | -28% | -19%
COc1ccc(OC)c(S(=O)(=O)Nc2ccccc2C(=O)O)c1 | -21% | -13% | -1%[46.1 µM] | 1% | 0.0% | 2% | 13% | 1%
NCC[C@H](O)C(=O)N[C@@H]1C[C@H](N)[C@@H](O[C@H]2O[C@H](CN)[C@@H](O)[C@H](O)[C@H]2O)[C@H](O)[C@H]1O[C@H]1O[C@H](CO)[C@@H](O)[C@H](N)[C@H]1O | -1% | 3%&3% | -4% | -10% | -1.0% | 1% | -1% | 2%&-5%
Cc1ccc(Cl)cc1N1CCN(CC(O)COCc2ccco2)CC1 (stereo unspecified) | 4% | -1% | 5%[46.1 µM] | -9% | 0.1% | 4% | -6% | -6%
CCC1CN(C(=O)Nc2ccccc2C(F)(F)F)c2ccccc2S1 (stereo unspecified) | nt | -1% | nt | -5% | -1.2% | 2% | nt | 4%
COc1ccc(-c2nn(CCC#N)cc2/C=N/O)cc1OC | 7% | -3% | 20% | 7% | -0.1% | 10% | 26% | -1%
O=C(CNc1cccc2ccccc12)N/N=C/c1cccc(Oc2ccccc2)c1 | 10% | 7% | -12% | 7.9µM*[quencher] | 6.6% | ? | -13% | -2%
OC(COC(c1ccccc1)c1ccccc1)CN1CCc2ccccc2C1 (stereo unspecified) | -3% | -4% | -22% | -4% | -3.5% | 2% | -2% | -2%
COC(=O)c1c(C(=O)OC)c2ccncn2c1Cl | 5% | -10% | -13%[46.1 µM] | -5% | 1.4% | 6% | 2% | 0%
Nc1nnc(CSCc2ccccc2Cl)s1 | 4% | 2% | -21% | -4% | 0.9% | -2% | 2% | 1%
COc1ccc(N(C(=O)Cn2nnc(-c3ccc(Cl)cc3)n2)C(C(=O)NCC2CCCO2)c2ccncc2)cc1 (stereo unspecified) | 3% | -3% | -7% | 14%[2.34 µM] | 1.1% | -5% | -1% | 1%
Cc1cc(C(=O)N/N=C/c2cccnc2)c(C)o1 | 1% | -1% | -7%[46.1 µM] | -8% | 0.0% | -5% | 6% | 2%
Cc1ccc(N2C(=O)/C(=C/c3ccco3)SC2=S)cc1 | 0% | 2% | 5% | -26% | -0.1% | -13% | -15% | 1%
CCOc1cccc(C2c3c(oc4cc(C)c(C)cc4c3=O)C(=O)N2c2nc(C)c(C)s2)c1 (stereo unspecified) | nt | 3% | nt | 9% | 0.1% | -3% | nt | 3%
Nc1ccc(N2CCN(c3ccc(F)cc3)CC2)cc1 | 4% | 1% | -4% | ? | -4.5% | -7% | ? | -2%
COc1ccc(C)cc1NC(=O)C(Sc1nnc(Nc2cc(C)ccc2OC)s1)c1ccccc1 (stereo unspecified) | -4% | 7% | -14% | ? | -0.8% | -5% | -19% | -2%
CN(Cc1ccccc1)Cc1c[nH]c2ccccc12 | -24% | 1% | 16%[46.1 µM] | 2% | -2.9% | -1% | -5% | 0%
COc1ccc(NC(=O)COc2ccc(C(=O)NC3CCCc4ccccc43)cc2OC)cc1 (stereo unspecified) | 3% | 1% | 0% | 16% | 0.0% | 1% | -1% | -6%
COc1ncccc1-c1nnn(-c2ccc(F)cc2)n1 | -8% | 3% | -3% | -4% | -1.5% | 7% | 15% | 2%
N=C(N)c1ccc(/C=C/c2ccc(C(=N)N)cc2O)cc1 | -7% | 4% | ? | -18% | 1.1% | -10% | 7% | -4%
O=c1[nH]n2c(C(F)(F)F)cc(C3CC3)nc2c1N=Nc1ccccc1 | -5% | 5% | -25% | -8% | -1.5% | 3% | -2% | 0%

Random excerpt: four entries already listed.
structure | GLA spleen mod | TRb SRC2 PPI | NPSR antag | Tau fluor cs | Epigenetic derep | Tau fibril FP | CBFb RUNX1 block | TexasRed fluor
CN(Cc1ccccc1)Cc1c[nH]c2ccccc12 | -24% | 1% | 16%[46.1 µM] | 2% | -2.9% | -1% | -5% | 0%
COc1ccc(-c2nsc(NC(=O)C(C)Oc3ccc(Cl)c(C)c3)n2)cc1 (stereo unspecified) | nt | 8% | nt | ? | ? | ? | nt | -1%
CC(N=Cc1cccc(O)c1O)c1ccccc1 (stereo unspecified) | 10% | -20% | -19%[46.1 µM] | ? | 1.2% | ? | -28% | -19%
COc1ccc(OC)c(S(=O)(=O)Nc2ccccc2C(=O)O)c1 | -21% | -13% | -1%[46.1 µM] | 1% | 0.0% | 2% | 13% | 1%

Further results
structure | GLA spleen mod | TRb SRC2 PPI | NPSR antag | Tau fluor cs | Epigenetic derep | Tau fibril FP | CBFb RUNX1 block | TexasRed fluor
COc1ccccc1NC(=O)c1sc2nc(C)c(C(=O)Nc3ccc(Cl)cc3)c(-c3ccc(Br)cc3)c2c1N | nt | -2% | nt | 1% | ? | ? | nt | 0%
COc1cc(C(=O)NC(=S)Nc2ccc([N+](=O)[O-])cc2)cc(OC)c1OC | 7% | -1% | 28% | -3% | 0.0% | -3% | 1% | 0%
CCN1C(=O)C(CC(=O)Nc2ccc(F)cc2)N(Cc2ccco2)C1=S (stereo unspecified) | -1% | -3% | -6% | -20% | 5.3% | -10% | 4% | -6%
O=C(Nc1cccc(Cl)c1)Nc1nnc(CSCCOc2ccc(Cl)cc2)s1 | 3% | 0% | -45% | ? | -3.2% | 7.9µM* | 12% | -3%
O=C(CCc1nc2cccnc2n1Cc1cccs1)Nc1cccc(C(F)(F)F)c1 | nt | -5% | nt | ? | -1.4% | -17% | nt | 5%
CCC1(COC(NC(=O)c2cccnc2)(C(F)(F)F)C(F)(F)F)COC1 | 3% | -8% | 3%[46.1 µM] | -4% | -1.0% | -4% | 3% | -5%
Cc1c(C(=O)NCc2ccco2)cccc1[N+](=O)[O-] | 4% | 6% | -3% | -8% | -1.0% | 5% | -3% | -1%
O=C(CCNS(=O)(=O)c1ccc(Cl)cc1)NCc1cccs1 | -11% | -1% | 7% | -4% | -1.4% | -2% | 7% | -1%
Cc1ccc(CNC(=O)COC(=O)c2cnccn2)cc1 | 0% | -2% | 5%[46.1 µM] | -5% | -1.2% | 4% | 0% | -1%
C=CCNC(=O)c1sc(SC)cc1-c1ccc(Cl)cc1 | -9% | -4% | -28%[46.1 µM] | -18% | 2.5% | 0% | 15% | -6%
O=C(O)CCC(=O)Nc1ccc(Cc2ccc(NC(=O)CCC(=O)O)cc2)cc1 | -4% | -4% | -3%[46.1 µM] | -10% | 0.0% | 3% | 1% | -4%
COc1ccccc1C(=O)C1CCCN(Cc2ccc3c(c2)OCCO3)C1 (stereo unspecified) | -7% | 0% | -27% | -17% | 0.1% | -4% | 8% | -3%
CC(C)c1nc2ccc(C(=O)NCCCN3CCN(c4ccccc4)CC3)cc2o1 | nt | 8% | nt | -8% | -1.7% | 1% | nt | 4%
Cc1ccc2c(=O)c(C(=O)c3ccccc3)cn(CC(=O)Nc3ccccc3C)c2n1 | nt | 9% | nt | -8% | ? | 1% | nt | -3%
Nc1ccc(Cl)cc1/C(=N/O)c1ccccc1 | 9% | -7% | -9%[46.1 µM] | -9% | 0.0% | 14% | 3% | -2%
CC(OC(=O)C1CCN(S(=O)(=O)c2ccc(Cl)cc2)CC1)C(=O)N1CCc2ccccc21 (stereo unspecified) | -16% | 2% | -25%[46.1 µM] | -25% | -1.0% | -7% | -5% | -1%
CCC(Sc1nc(=O)cc(N)n1-c1ccccc1)C(=O)Nc1cc(C)on1 (stereo unspecified) | -8% | 2% | -2%[46.1 µM] | -4% | 0.3% | -5% | -3% | -1%
COc1ccc(C(=O)N=c2sc3ccccc3n2C)cc1 | 15% | -12% | ? | -13% | -0.5% | -14% | -3% | -2%
COc1cc(N=c2ssnc2Cl)c(OC)cc1Cl | 6% | -12% | -15%[46.1 µM] | -29% | 12% | ? | -24% | -3%
O=C(Nc1ccccc1)c1ccc2nc(-c3ccco3)c(-c3ccco3)nc2c1 | 10% | -4% | -16%[46.1 µM] | ? | -1.1% | ? | 0% | -3%
N#C/C(=C\c1ccc(OC(=O)c2ccc(Cl)s2)cc1)c1nc2ccccc2[nH]1 | 4% | 1% | -12% | -24% | 16% | ? | -1% | 0%
O=C(NC1CCCCCC1)c1ccc2nc3cc(Cl)ccc3c(=O)n2c1 | 9% | -1% | 10% | -6% | -3.3% | -16% | 7% | 0%
Clc1cccc(-c2nc(NCC3CCCO3)c3ccccc3n2)c1 (stereo unspecified) | -2% | -2% | 53% | ? | -0.7% | ? | 25% | -9%

Bioassay records: PubChem, National Center for Advancing Translational Sciences (NCATS)
